High-throughput results as filed in PubChem.
GSK3 alpha inh – blockers of GSK3A enzyme activity – biochemical, luminescence, cell-free homogeneous, HTS, primary screen | hit rate 0.1% among 320,000 | GSK-3 alpha kinase, ADP-Glo luminescence, 60 min | inhibition, % at 10 µM;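 in the data active means inhibition above about 50%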;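 further: GST-tagged GSK-3 alpha with peptide substrate and 25 µM ATP; 0% = DMSO neutral wells and 100% = GW8510 positive control wells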
PolyA inhibitor – polyadenylation inhibitors in yeast reporter cells, primary screen, luminescence, S. cerevisiae | S. cerevisiae SKY197-pL101 polyadenylation reporter, beta-gal luminescence; efflux-impaired pdr1/pdr3 knockout yeast; score 100 = 6 SD above DMSO | calls only at 12 µM | hit rate 0.02% among 300,000 | AID 1875, 2009;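 active means lowest replicate activity score at least 50, where 100 means six control SD above control mean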;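 further: yeast exposed to compound for 9 h at 30 °C; higher score means more reporter readthrough which indicates perturbed polyadenylation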
KCNQ1 inh – inhibitors of human KCNQ1 channel, primary screen, cell-based, thallium flux, high-throughput. Potassium voltage-gated channel subfamily KQT member 1 (Homo sapiens), P51787. CHO-K1 KCNQ1, FluxOR thallium flux fluorescence; hits give high values. B-score at 10 µM. hit rate 1.3% among 310,000. AID 2642, 2010;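 active means compounds whose thallium flux B-score, printed positive for inhibition, exceeds three library SD while starting fluorescence stays within three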;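 further: channel opened by potassium depolarization with thallium stimulus after 20 min compound exposure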
KCNK3 block – human KCNK3 channel inhibitors, primary screen, CHO cells, FluxOR thallium flux, B-score; hit rate 0.84% among 340,000; B-score at 10 µM; FluxOR fluorescence; hits give low values; Potassium channel subfamily K member 3 (Homo sapiens), O14649;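 active means B-score under library mean minus 4 SD, starting fluorescence ratio at most library mean plus 5 SD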;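 further: more negative B-score means stronger inhibition of thallium flux through KCNK3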
HDAC3 inh – HDAC3 deacetylase inhibitors, primary screen, biochemical, fluorescence, cell-free homogeneous | Histone deacetylase 3 (Homo sapiens), O15379 | recombinant HDAC3, fluorogenic peptide/trypsin coupled | inhibition, % at 8.3 µM | hit rate 0.15% among 320,000 | AID 2718, 2010; in the data active means inhibition above about 26%, passing the limit was not always enough
Dyrk1A ADPGlo – rat Dyrk1A kinase inhibitors, primary screen, biochemical, single point, plate reader; Dual specificity tyrosine-phosphorylation-regulated kinase 1A (Rattus norvegicus), Q63470; ADP-Glo luminescence, NFATc1 peptide; inhibition, % at 12.5 µM; hit rate 0.43% among 310,000; AID 504441, 2011; in the data active means inhibition above about 50%;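 further: plate controls were vehicle with enzyme for no effect and no enzyme for full effect; many of its hits are not listed in these tables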
hERG protect – hERG rescue from dofetilide block, primary screen, cell-based, CHO-hERG, FluxOR thallium flux, dofetilide IC70; Voltage-gated inwardly rectifying potassium channel KCNH2 (Homo sapiens), Q12809; dofetilide IC70 present; hit rate 0.51% among 310,000; AID 1511, 2009; activation (rescue from dofetilide block), less the hit threshold, % at 10 µM;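 active means activation above the mean of controls blocked by dofetilide plus 5 SD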;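 further: thallium influx through hERG after potassium depolarization seen as dye fluorescence rise; in these data hits start at about 4.7%; inactives centre near -7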
KCNK9 block – KCNK9 potassium channel inhibitors, primary screen, HEK293 cells, thallium flux; Potassium channel subfamily K member 9 (Homo sapiens), Q9NPC2; FluxOR thallium flux fluorescence; hits give low values; B-score at 10 µM; hit rate 1.2% among 310,000;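 active means ratio B-score over 3 SD below the library mean, with starting fluorescence within 5 SD of its mean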;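 further: negative B-score means less thallium flux so channel inhibition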
Target sequence (Q9NPC2 whole entry, looked up): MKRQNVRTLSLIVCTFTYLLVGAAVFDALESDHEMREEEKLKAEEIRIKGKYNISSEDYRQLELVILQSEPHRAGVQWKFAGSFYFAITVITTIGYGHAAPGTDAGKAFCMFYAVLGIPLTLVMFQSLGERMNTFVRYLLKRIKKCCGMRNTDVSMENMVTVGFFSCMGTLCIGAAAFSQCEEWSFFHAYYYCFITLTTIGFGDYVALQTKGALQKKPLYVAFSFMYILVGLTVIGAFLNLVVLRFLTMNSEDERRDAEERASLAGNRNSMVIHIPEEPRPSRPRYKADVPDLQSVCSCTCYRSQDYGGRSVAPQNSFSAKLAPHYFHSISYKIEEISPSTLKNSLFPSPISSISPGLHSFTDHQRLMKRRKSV
KCNQ1 pot – potentiators or activators of KCNQ1 channel, primary screen, cell-based, thallium flux, high-throughput. Potassium voltage-gated channel subfamily KQT member 1 (Homo sapiens), P51787. CHO-K1 KCNQ1, thallium flux FluxOR fluorescence; hits give high values. B-score at 10 µM. hit rate 0.35% among 310,000. AID 2648, 2010;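 active means fluorescence ratio B-score, a plate-corrected score, at least three library SD, with initial intensity B-score within 5 SD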
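Test system: CHO-K1 cells stably expressing KCNQ1 / Medium: assay buffer / Also added: depolarizing K+/Tl+ stimulus, K2SO4 and Tl2SO4 each 12.5 mM in 5x stock / Incubation: 90 min dye loading and 20 min compound exposure, both at room temperature / Signal: thallium influx via FluxOR fluorescence, kinetic imaging / Evaluation: B score of baseline-normalized fluorescence ratio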
GSK3B inh – human GSK3beta kinase inhibitors, primary screen, biochemical, cell-free homogeneous, HTS. Glycogen synthase kinase-3 beta (Homo sapiens), P49841. GST-GSK3beta kinase, ADP-Glo luminescence, 60 min; hits give low values. activity score (negative = inhibition), % at 10 µM. hit rate 0.038% among 300,000;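 active means more than half of replicate wells score below -50%, meaning over 50% inhibition versus plate controls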;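 further: 0% = median DMSO wells and -100% = median GW8510 positive control wells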
Target sequence (P49841 whole entry, looked up): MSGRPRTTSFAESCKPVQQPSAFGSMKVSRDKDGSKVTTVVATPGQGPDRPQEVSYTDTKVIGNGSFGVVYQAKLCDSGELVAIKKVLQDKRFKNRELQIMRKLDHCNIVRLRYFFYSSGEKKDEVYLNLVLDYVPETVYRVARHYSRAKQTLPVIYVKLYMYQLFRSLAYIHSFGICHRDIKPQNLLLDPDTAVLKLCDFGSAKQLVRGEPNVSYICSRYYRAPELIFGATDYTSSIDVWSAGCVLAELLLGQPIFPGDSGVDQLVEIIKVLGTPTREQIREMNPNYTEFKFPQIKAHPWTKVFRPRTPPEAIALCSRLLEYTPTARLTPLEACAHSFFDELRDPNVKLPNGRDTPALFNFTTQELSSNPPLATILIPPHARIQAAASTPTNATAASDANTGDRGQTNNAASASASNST
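Test system: GST-tagged human GSK3beta kinase, cell-free; evaluation: activity score scaled between in-plate DMSO and GW8510 controls; measured by: ADP-Glo luminescence; incubation: 60 min reaction, RT; benchmarks: DMSO and 20 µM GW8510; reagent: peptide substrate plus 25 µM ATP (final); medium: Tris/MgCl2 kinase buffer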
RGS4 pot – RGS4 potentiators or activators, primary screen, cell-based, HEK293 M3R inducible RGS4, calcium flux | B-score at 10 µM | hit rate 0.92% among 310,000 | carbachol calcium flux Fluo4; hits give low values;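 active means B-score of the integrated calcium signal more than 4 SD below the library mean, with starting fluorescence not abnormally high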;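 further: negative B-score means reduced calcium response which marks RGS4 activation or potentiation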
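System – HEK293 FlpIn-TREx cells, stable M3R, doxycycline-inducible RGS4 · Reagent – ECmax carbachol challenge · Times – compound preincubation 20 min at room temperature before agonist · Technique – Fluo4 fluorescence kinetic imaging of calcium · Measure – B score of integrated Fluo4 ratio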
Active calls of the source: *; i = inactive; . = no result given. Only part of the results is shown, so the mix of outcomes need not match the whole.

SMILES	GSK3 alpha inh	PolyA inhibitor	KCNQ1 inh	KCNK3 block	HDAC3 inh	Dyrk1A ADPGlo	hERG protect	KCNK9 block	KCNQ1 pot	GSK3B inh	RGS4 pot
COc1ccc2c(CCNC(=O)/C=C/c3ccc(OC)c(OC)c3)c[nH]c2c1	0	i	i	i	11	-2	-8	i	i	6	i
COc1ccc(-c2nc3ccccc3nc2-c2ccccc2)cc1	-3	i	i	i	-3	-1	-5	i	i	-1	i
Cc1ccc(C(=O)OCC2OC3OC(C)(C)OC3C2O)cc1 (centres undefined)	.	i	i	i	.	-4	-4	i	i	-3	i
COc1ccc(NC(=S)NCc2ccc3c(c2)cc(C)n3C)cc1	-2	i	i	i	0	1	-6	i	i	0	i
COc1ccc(C(=O)C[n+]2ccc(N(C)C)cc2)cc1	0	i	i	i	5	-5	-15	i	i	-6	i
Cc1cc(C(=O)CCl)c(C)n1-c1c(C)n(C)n(-c2ccccc2)c1=O	1	i	i	i	-2	0	-2	i	i	3	i
CCC1CCCCN1CCCNC(=O)CN1C(=O)COc2ccc(S(=O)(=O)N3CCC(C)CC3)cc21 (centres undefined)	1	i	i	i	0	-4	-5	i	i	2	i
N#CC12CCCCC1CC1CCCCC1(C#N)N2CCO (centres undefined)	-1	i	i	i	-3	-3	-15	i	i	0	i
O=C(CC1C(=O)N(c2ccccc2)C(=O)N1C1CCCCC1)Nc1ccccc1 (centres undefined)	-3	i	i	i	-1	-1	-7	i	i	-2	i
Cc1cc(C)cc(NC(=S)N(CCN2CCCCC2)Cc2ccco2)c1	-2	i	i	-8.9*	0	1	-3	i	i	0	i
CC(C)Nc1nc(C#N)nc(NC(C)C)n1	2	i	i	i	1	-6	-2	i	i	-1	i
O=C(COc1ccccc1)NCC(c1ccco1)N1CCN(c2ccc(F)cc2)CC1 (centres undefined)	1	i	i	i	0	0	-9	i	i	1	i
Cc1cccc(NC(=O)CN2C(=O)CSC2=O)c1	-1	i	i	i	2	-8	-9	i	i	-4	i
COc1ccc(Nc2nnc(C)c(=O)[nH]2)c(OC)c1	-5	i	i	i	3	-2	-11	i	i	0	i
O=C(CCC1CCCCC1)NCCN1C2=NC[C@H](Cc3ccc(O)cc3)N2C[C@H]1Cc1ccc(O)cc1	0	i	i	i	-3	-3	-8	i	i	3	i
N#Cc1cc2c(nc1SCC(=O)N1CCOCC1)CCCCC2	0	i	i	i	1	8	-10	i	i	-17	i
COc1ccccc1NC(=O)Cn1cnc2c(cnn2-c2ccccc2)c1=O	-3	i	i	i	5	3	-2	i	i	-3	i
COc1ccc(S(=O)(=O)N2CCOCC2)cc1C(=O)N1CCCCCC1	-2	i	i	i	-1	-3	-8	i	i	2	i
O=C(NCCCN1CCOCC1)c1ccccc1N1C(=O)[C@@H]2Cc3c([nH]c4ccccc34)C(c3ccc(F)cc3)N2C1=O (some centres undefined)	0	i	i	i	-1	-3	-30	i	i	2	i
CC(OC1=CC(=O)CCC1)C(=O)c1ccccc1 (centres undefined)	0	i	i	i	-8	-7	-9	i	i	1	i
COC(=O)C1=C(C)Nc2nnnn2C1c1ccccc1Cl (centres undefined)	-1	i	.	i	-1	-10	.	.	.	-1	.
S=c1nc(C2CCCCC2)n(-c2ccccc2)[nH]1	-2	i	i	i	-7	3	11*	i	40*	-1	i
COc1ccc(NC(=O)CSc2ccccc2)cn1	-1	i	i	i	-3	-3	-3	i	i	0	i
CC[n+]1cccc(-c2nc3ccccc3s2)c1	-2	i	i	i	2	3	-13	i	i	1	i
O=C(NC1CCCCC1)N(CCN1CCOCC1)Cc1cc2cc3c(cc2[nH]c1=O)OCCO3	1	i	i	i	-7	-8	-8	i	i	-1	i
CN(C)c1oc(-c2ccc(OCc3ccccc3)cc2)nc1C#N	-3	i	i	i	1	7	-9	i	i	3	i
O=C(/C=C/c1ccco1)NCC(=O)N/N=C/c1ccccc1[N+](=O)[O-]	1	i	i	i	10	-1	-8	i	i	-3	i
CCOC(=O)C1=C(O)C(=O)N(c2ccc(S(N)(=O)=O)cc2)C1c1ccc(Cl)cc1 (centres undefined)	0	i	i	i	3	0	-9	i	i	0	i
CC(/C=C/c1ccccc1)=N/NC(=O)c1cnccn1	-1	i	i	i	5	-3	-13	i	i	4	i
CCCCn1c(N)c(N(CCOC)C(=O)c2cc(-c3ccc(OC)cc3)nc3ccccc23)c(=O)[nH]c1=O	4	i	i	i	3	6	-13	i	i	0	i
COc1cccc(CNc2ccc3[nH]c(=O)[nH]c3c2)c1OCc1ccc(F)cc1	0	i	i	i	-21	-3	-16	i	i	0	i
O=C(CSc1nnc(Cc2csc(Nc3cccc(Cl)c3)n2)o1)N1CCc2ccccc21	-2	i	i	i	4	-31	-8	i	i	0	i
CCOC(=O)c1c(CN2CCN(C)CC2)oc2ccc(O)cc12	2	i	i	i	-13	2	-14	i	i	-3	i
COc1ccc(-c2ccnc3cc(C(=O)O)nn23)cc1	3	i	i	i	-15	2	-10	i	i	2	i
O=C(NCc1ccco1)c1ccc2c(c1)OCCO2	0	i	i	i	3	.	-4	i	i	0	i
Oc1c(Br)cc(Br)cc1CNc1cnc2ccccc2c1	-3	i	6*	i	0	4	-10	i	i	0	i
O=C(N/N=C/c1cccc(F)c1)c1c(O)c2c([nH]c1=O)CCCC2	1	i	i	i	-4	-6	-4	i	i	0	i
CC(C)NC(=O)CCc1nc2cccnc2n1-c1ccccc1	0	.	i	i	-1	4	-4	i	i	-3	i
Brc1ccccc1OCCNCc1ccccc1	-3	i	i	i	7	-2	-9	i	i	1	i
O=C(NNc1ccc(Cl)cc1)C1CCC1	2	i	i	i	.	.	-9	i	i	1	i
CCOC(=O)c1[nH]c2ccccc2c1NC(=O)c1ccc(S(=O)(=O)N(C)C)cc1	1	i	i	i	-3	12	-9	i	i	1	i
COc1ccccc1NC(=O)NCCN1C(=O)C2C3C=CC(C3)C2C1=O (centres undefined)	.	i	i	i	1	2	0	i	i	-2	i
COc1ccccc1CCNC(=O)c1ccc(Br)s1	-1	i	i	i	-3	6	-12	i	i	-1	i
Cc1ccc(C)c(OCc2cc(C(=O)NC3CCN(Cc4ccccc4)CC3)no2)c1	0	i	i	i	3	.	-22	i	i	-1	i
Cc1c(NC(=O)c2cc3nc(-c4ccccc4)cc(C)n3n2)c(=O)n(-c2ccccc2)n1C	1	.	i	i	7	0	-2	i	i	2	i
O=C(NCCc1ccccc1)c1cnc2ccccc2n1	-2	i	i	i	-3	5	-6	i	i	-23	i
COc1cc(OC)c(NS(=O)(=O)c2ccc3c(c2)NC(=O)CO3)cc1Cl	2	i	i	i	0	0	-3	i	i	3	i
Cc1ccc(NC(=O)CN2C(=O)N/C(=C/c3ccc(C)o3)C2=O)cc1	-1	i	i	i	-1	5	-6	i	i	2	i
CC(C)CCCN1CCN=C1Nc1ccccc1	-2	i	i	i	2	-2	-4	i	i	-2	i
Cc1ccc(-c2csc(NC(=O)CSc3ncn(-c4ccccc4)n3)n2)cc1	1	i	i	i	6	-2	-1	i	i	-4	i
Cc1cnc(CNC(=O)CC2C(=O)NCCN2Cc2ccccc2C(F)(F)F)cn1 (centres undefined)	0	i	i	i	0	-1	-9	i	i	-1	i
CC(C)(C)NC(=O)CSc1nc2ccc(Nc3nc(N4CCOCC4)nc(N4CCOCC4)n3)cc2s1	.	i	i	i	6	-47	-13	i	i	-1	i
Cc1ccc(C2=NC(C)(C)N=C2SCC(=O)Nc2ccc(Cl)cc2)cc1	-2	i	i	i	11	3	-10	i	i	-2	i
CC(C)(C)C(=O)N1N=C(c2ccc(NS(C)(=O)=O)cc2)CC1c1cccs1 (centres undefined)	0	i	i	i	-5	4	-7	i	i	1	i
COc1ccc(N2CCN(C(=O)CSc3nnc(C)c(=O)[nH]3)CC2)cc1	-3	i	i	i	7	6	-5	i	i	2	i
O=C(CCS(=O)(=O)c1ccccc1)Nc1cccc(-c2nc3ccccc3s2)c1	-1	i	i	i	-4	2	-8	i	i	2	i
CCn1ncc(/C=N\NC(=O)Cc2ccc([N+](=O)[O-])cc2)c1C	-4	i	i	i	2	10	-14	i	i	3	i
COc1ccccc1NC(=O)C1CC(=O)N(c2ccc(F)cc2)C1 (centres undefined)	1	i	i	i	-3	-5	-1	i	i	2	i
Cc1ccc(NCc2ccco2)cc1C	1	i	i	i	6	7	-6	i	i	1	i
O=C(NCC(c1ccco1)N1CCN(c2ccccc2)CC1)c1ccco1 (centres undefined)	0	i	i	i	-9	0	-10	i	i	0	i
Following part.
SMILES	GSK3 alpha inh	PolyA inhibitor	KCNQ1 inh	KCNK3 block	HDAC3 inh	Dyrk1A ADPGlo	hERG protect	KCNK9 block	KCNQ1 pot	GSK3B inh	RGS4 pot
CCS(=O)(=O)N1CCC(C(=O)NCCN2CCOCC2)CC1	.	i	i	i	.	-1	-8	i	i	0	i
O=C1CN(C(=O)c2ccccc2F)C(c2ccccc2)c2cc(F)ccc2N1 (centres undefined)	0	i	i	i	8	4	-3	i	i	-4	i
COc1ccc(NC(=O)c2ccsc2NC(C)=O)cc1	3	i	i	i	17	-4	-4	i	i	0	i
COC(=O)c1sc2nc3c(cc2c1N)COC(C)(C)C3	-1	i	i	i	0	1	-8	i	i	2	i
